Assay outcomes: PubChem BioAssay, National Center for Advancing Translational Sciences (NCATS)
HepG2 tox – kills HepG2 cells in TGF-b inhibitor counter-screen. HepG2 CAGA-GFP viability, ATP luminescence, 18 h. Potency, µM (titrated, usually from 46.1 µM), without a hit: at the highest dose activity change, negative = cytotoxicity, hits mostly cytotoxic. 410,000 compounds, 0.76% hits; further: potency means the concentration at half of the fitted maximal effect; some results filed as inactive show a strong effect at the top dose
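CellTiter-Glo luminescence gave cytotoxicity after 18 hours at 37 degrees C. The cells were HepG2 CAGA-GFP in 1% FBS DMEM, stimulated with 500 pg/mL TGF-beta after compound addition. %Activity was normalised to no-cell wells (complete cell-killing) and DMSO (no toxicity), and curves were fitted and classified.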
A549 tox – kills or reduces viability of A549 cells in Nrf2 counter-screen; A549 ARE-Fluc cells, CellTiter-Fluor viability, 18-24 h; Potency, µM (highest dose often 46 µM), for the others: top-dose activity change, negative = cytotoxicity, actives largely listed as inhibitors; 390,000 compounds, 0.16% hits; AID 504648; further: potency means the concentration at half of the fitted maximal effect; on the % scale 0 is the no-effect control and ±100 the full control effect
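Cytotoxicity counterscreen: CellTiter-Fluor fluorescence was measured in A549 ARE_Fluc cells after 18-24 h of compound exposure in a concentration series. The subsequent BugLite luminescent read reports ARE-luciferase activity.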
Nrf2 ARE act – activators of Nrf2 (ARE) signaling; Potency, µM (top dose mostly 46.1 µM), without a hit: at the top dose activation, usual class: activators; 410,000 compounds, 0.31% hits; AREc32 ARE-luciferase reporter (MCF7-derived line), luminescence, 24 h; further: potency means the concentration at half of the fitted maximal effect; % of control where 0% means no effect; nearly all actives have a fitted effect of over 65% in size
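Luciferase luminescence (Steady-Glo, 30 min at room temperature) served as the read-out of ARE activation in AREc32 cells treated with compounds for 24 hr at 37 deg C.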
S2 tox – viability counter-screen for ATXN expression inhibitors; S2 cells (HEK-293 line with an ATXN2-luciferase reporter) viability, CellTiter-Fluor protease fluorescence, 24 h; Potency, µM (series often up to 56.7 µM), actives largely listed as cytotoxic; 400,000 compounds, 0.49% hits; further: potency means the concentration at half of the fitted maximal effect; nearly all actives have a fitted effect of over 40% in size
ATXN2 expr inh – reduces ATXN2 reporter expression in HEK-293 cells. HEK-293 ATXN2-luciferase reporter, luminescence, 24 h. Potency, µM (titrated, usually from 57 µM), without a hit: at the top dose activity change, negative = inhibition, hits mostly inhibitors. 360,000 compounds, 0.72% hits. AID 1745845; further: potency means the concentration at half of the fitted maximal effect; on the % scale 0 is the no-effect control and ±100 the full control effect; nearly all actives have a fitted effect of over 55% in size
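qHTS (up to 57 uM final) was run with 24 h compound exposure of reporter cells at 37 °C. Each well was multiplexed: SteadyGlo luminescence measured ATXN2-luciferase expression after a fluorogenic Gly-Phe-AFC viability readout (25 uM final).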
IL2 activator – activators of IL-2; activation, % (series mostly up to about 46 µM); AID 652025; IL-2 activation reporter assay, cell-based qHTS; stimulated with anti-CD3/CD4/CD28 beads; in transgenic mouse T cells; 360,000 compounds, 0.065% hits; in the data active means activation above about 50%; inconclusive means mostly about 30% to 49%; further: 0% is about no effect
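First, unstimulated transgenic mouse T cells were exposed to compound for 60 min. Next, anti-CD3/anti-CD4-coated beads with anti-CD28 were added. Finally, after 18 h at 37 degrees C, EGFP and DsRed were imaged.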
TGFb SMAD3 inh – inhibitors of TGF-b signaling | HepG2 CAGA-GFP TGF-b/SMAD3 reporter, GFP fluorescence, 18 h; TGF-beta stimulated, 500 pg/mL final | Potency, µM (highest dose often 46.1 µM), without a hit: at the top dose activity, negative = inhibition, hits mostly inhibitors | 410,000 compounds, 1.2% hits | AID 588855; further: potency means the concentration at half of the fitted maximal effect; on the % scale 0 is the no-effect control and ±100 the full control effect; nearly all actives have a fitted effect of over 65% in size
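First, reporter cells (HEPG2 CAGA-GFP) rested 2 h at 37 degrees C. Next, compounds were pinned in and TGF-beta added to 500 pg/mL final. After 18 h, GFP was imaged per cell and summed per well.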
Nrf2 block – Nrf2 pathway inhibition; 360,000 compounds, 2.1% hits; A549 ARE-Fluc reporter, luciferase luminescence, 18-24 h; Potency, µM (top dose mostly 46 µM), without a hit: at the highest dose activity change, negative = inhibition, hits mostly inhibitors; further: potency means the concentration at half of the fitted maximal effect; on the % scale 0 is the no-effect control and ±100 the full control effect; nearly all actives have a fitted effect of over 60% in size
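Concentration-response testing used A549 ARE_Fluc cells at 5000 cells/well. Following an 18-24 h compound incubation, viability was read by fluorescence (Ex 405/Em 525) and luciferase output by luminescence.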
EPAC2 agonist – EPAC2 (human) agonism | Q8WZA2 | EPAC2 activation, biochemical qHTS; response scale: 100% = 6.5 mM cAMP response | Potency, µM (doses to about 154 µM), for the others: at the highest dose activation, most hits filed as activators | 360,000 compounds, 0.079% hits; further: potency means the concentration at half of the fitted maximal effect; nearly all actives have a fitted effect of over 50% in size
Target sequence (Q8WZA2 whole entry, looked up): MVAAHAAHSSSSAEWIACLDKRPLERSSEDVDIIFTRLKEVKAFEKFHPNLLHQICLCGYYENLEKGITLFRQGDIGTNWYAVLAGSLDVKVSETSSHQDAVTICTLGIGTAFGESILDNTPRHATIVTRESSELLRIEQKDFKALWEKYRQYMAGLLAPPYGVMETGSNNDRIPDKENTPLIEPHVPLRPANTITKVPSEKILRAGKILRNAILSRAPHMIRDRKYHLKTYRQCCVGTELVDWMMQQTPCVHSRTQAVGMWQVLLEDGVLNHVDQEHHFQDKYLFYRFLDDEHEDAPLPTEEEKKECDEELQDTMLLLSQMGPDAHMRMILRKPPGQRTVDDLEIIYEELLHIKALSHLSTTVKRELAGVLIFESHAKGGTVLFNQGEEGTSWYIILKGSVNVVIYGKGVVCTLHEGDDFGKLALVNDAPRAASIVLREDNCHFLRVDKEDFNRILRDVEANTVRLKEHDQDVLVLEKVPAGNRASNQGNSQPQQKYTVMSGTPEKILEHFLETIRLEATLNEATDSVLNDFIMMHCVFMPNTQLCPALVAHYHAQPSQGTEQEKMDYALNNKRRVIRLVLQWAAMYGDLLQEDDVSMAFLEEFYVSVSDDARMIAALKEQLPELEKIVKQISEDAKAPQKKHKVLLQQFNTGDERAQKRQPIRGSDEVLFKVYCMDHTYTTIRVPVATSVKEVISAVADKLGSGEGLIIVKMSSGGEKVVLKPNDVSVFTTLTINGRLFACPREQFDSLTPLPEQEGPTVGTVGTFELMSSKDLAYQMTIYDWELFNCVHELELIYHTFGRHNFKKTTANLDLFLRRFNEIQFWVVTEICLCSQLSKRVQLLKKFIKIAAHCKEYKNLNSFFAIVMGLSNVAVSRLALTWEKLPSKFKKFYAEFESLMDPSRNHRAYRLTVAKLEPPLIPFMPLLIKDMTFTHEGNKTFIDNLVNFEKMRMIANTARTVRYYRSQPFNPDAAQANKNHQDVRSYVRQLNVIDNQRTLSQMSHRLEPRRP
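qHTS, titration series. 100 nM EPAC2 / 250 nM Rap1B-BODIPY-GDP / 50 uM GDP; RT; ex 480/em 540 nm, 5-min reads to 30 min. Norm. to 6.5 mM cAMP = activation.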
* hit, by the source's call; i = inactive; u = inconclusive; x = not tested or not shown; [ ] = dose if it differs, or a comment. Unless noted, the call rests on the fitted dose curve; in most records, active means well fitted curve in the direction sought with a large enough effect; inconclusive means small, poorly fitted or top-dose-only effect, or another doubt; inactive means no such curve, though single readings can be large; an effect the other way counts as inactive or inconclusive. Some of the compounds tested; rates above refer to the full screens.

SMILES	HepG2 tox	A549 tox	Nrf2 ARE act	S2 tox	ATXN2 expr inh	IL2 activator	TGFb SMAD3 inh	Nrf2 block	EPAC2 agonist
O=C(Cc1ccccc1)N1CCN(C/C=C/c2ccccc2)CC1	-1.0%	0.1%	0.7%	i	-5.2%	-0.1	7.0%	2.9%	-2.8%
COCC(C)OC(=O)c1c(N)n(Cc2ccco2)c2nc3ccccc3nc12 (stereo not given)	14.8%	3.9%	3.5%	i	-3.2%	-2.8	6.9%	x	-11.4%
Cc1ccc(N(C)C(=O)Oc2cccc3cccnc23)cc1	-5.5%	-3.8%	-0.4%	i	-12.4%	-0.9	23.5%	u	1.1%
CCC1(CCC(C)C)C(=O)NC(=S)NC1=O	-16.7%	7.0%	-0.4%	i	-2.5%	0.2	-6.1%	0.0%	2.0%
CC(=O)c1cn(Cc2ccccc2F)c2ccccc12	-67.8%	-8.2%	2.6%	i	-33.9%	-0.5	u	5.8µM*	7.2%
CCOC(=O)C1C2NC(=O)N(Cc3ccccc3)C1(C)Oc1c(OC)cccc12 (stereo not given)	-39.1%	-10.9%[1.84 µM]	-0.9%	i	4.3%	-0.7	-1.3%	-12.1%	12.7%
CCC(=O)O[C@@H]1[C@@H](OC(C)=O)[C@@]2(O)C(C[C@H](O)C2(C)C)[C@](C)(O)[C@H]2CC[C@@H]3[C@@H](O)[C@]12C[C@@]3(C)O (stereo not given in full)	0.3%	1.4%	-0.1%	i	13.4%	-0.1	3.2%	7.6%	-0.6%
C[C@@H]1C[C@@H]2O[C@H]2/C=C\C=C\C(=O)Cc2c(Cl)c(O)cc(O)c2C(=O)O1	2.4%	-16.2%	u	u	4.74µM*	-0.7	u	-7.3%	10.8%
N#CCCn1cc(C(=O)NCc2ccccc2)c(-c2ccccc2)n1	3.3%	1.4%	2.6%	i	3.0%	-0.6	4.5%	u	2.8%
Cc1ccc(NC(=O)N(Cc2ccc3c(c2)OCO3)C2CCN(Cc3ccccc3)CC2)cc1Cl	-39.2%	-12.0%	0.0%	i	-37.8%	x	-30.6%	-24.7%	x
N[C@@H](CCl)C(=O)O	-7.9%	0.1%	-0.2%	i	1.7%	-0.2	-2.6%	-9.0%	3.9%
CCc1cc2c(s1)NC(=O)CN=C2c1cccs1	-35.6%	-16.4%	-0.3%	i	-30.4%	-3.3	-8.6%	-27.2%	5.0%
CCOC(=O)c1c(C=O)c2ccccc2n1Cc1ccccc1F	-5.4%	1.1%	-1.0%	i	-23.2%	-1.1	-16.5%	7.7%	9.1%
COC1=C(OC)[C@]23CCc4ccc(OC)c(OC)c4[C@]2(CCN3C)CC1=O	-1.7%	-17.0%	2.9%	i	-1.5%	0.4	-17.5%	u	4.3%
c1ccc2[nH]c(CCNC3CCCCC3)nc2c1	1.5%	x	0.8%	u	9.8%	0.0	0.0%	7.9%	2.4%
C/C(=N\OC(=O)c1ccc(F)cc1)c1sc(-c2ccc(Cl)cc2)nc1C	6.3%	1.6%	-0.5%	i	2.4%	-2.7	-2.7%	u	3.7%
O=C(Cc1ccccc1)NC(Cc1ccc(Cl)cc1)C(=O)O (stereo not given)	3.0%	-4.8%	-0.5%	i	1.6%	1.3	-3.6%	3.7%	-3.6%
COc1ccc(-n2c(O)c(C(C)=NCCc3c[nH]c4ccccc34)c(=O)[nH]c2=O)cc1	0.4%	0.4%	0.5%	x	x	0.4	-5.7%	-8.8%	2.1%
Fc1ccc(Cn2nnnc2CN2CCC(n3nnc4cc(C(F)(F)F)ccc43)CC2)cc1	-9.6%	-18.4%	-0.9%	u	x	-0.7	-26.6%	u	4.1%
Cn1c(=O)oc2cc(S(=O)(=O)N3CCCC(C(=O)N4CCN(c5ccc(Cl)cc5)CC4)C3)ccc21 (stereo not given)	-1.4%	-1.6%	1.1%	i	-28.8%	x	u	-5.1%	x
CCN1C(=O)C(=C2C=C(C)N(Cc3ccco3)C(C)=C2)C(=O)N(CC)C1=S	0.6%	-8.8%	0.1%	i	-9.8%	-1.5	4.7%	-1.1%	-2.3%
Cc1ccc2n1Cc1cnnn1-c1ccccc1-2	2.8%	x	6.2%	i	8.3%	-1.0	14.4%	x	-5.4%
CN(C)/C=C1/C(=O)NC(=O)N(CCNc2ncc(C(F)(F)F)cc2Cl)C1=O	7.2%	-2.8%	-0.4%	i	-5.0%[11.3 µM]	-0.7	1.0%	8.7%	5.2%
CCC12CN3CC(CC)(CN(C1)C3c1c(C)[nH]c(=O)[nH]c1=O)C2=O (stereo not given)	6.5%	0.6%	-0.1%	i	3.5%	x	44.4%	-4.7%	x
COc1ccccc1S(=O)(=O)N(C)C[C@@H]1Oc2cc(C#CCC(C)C)ccc2S(=O)(=O)N([C@H](C)CO)C[C@@H]1C	-19.0%	x	0.2%	u	-37.4%	-3.0	u	x	2.7%
Cc1cc(N2C(=O)C3CCCN3C2c2sccc2C)no1 (stereo not given)	5.2%	3.2%	-0.5%	i	2.7%	-3.0	0.1%	19.4%	2.1%

Some entries already given with just EPAC2 agonist, ATXN2 expr inh and TGFb SMAD3 inh.
Structure,EPAC2 agonist,ATXN2 expr inh,TGFb SMAD3 inh
Cc1cc(N2C(=O)C3CCCN3C2c2sccc2C)no1 (stereo not given),2.1%,2.7%,0.1%
COCC(C)OC(=O)c1c(N)n(Cc2ccco2)c2nc3ccccc3nc12 (stereo not given),-11.4%,-3.2%,6.9%

A second format for 10 compounds above.
Each structure is followed by: HepG2 tox | A549 tox | Nrf2 ARE act | S2 tox | ATXN2 expr inh | IL2 activator | TGFb SMAD3 inh | Nrf2 block | EPAC2 agonist
CCC1(CCC(C)C)C(=O)NC(=S)NC1=O
    -16.7% | 7.0% | -0.4% | i | -2.5% | 0.2 | -6.1% | 0.0% | 2.0%
CC(=O)c1cn(Cc2ccccc2F)c2ccccc12
    -67.8% | -8.2% | 2.6% | i | -33.9% | -0.5 | u | 5.8µM* | 7.2%
CCOC(=O)C1C2NC(=O)N(Cc3ccccc3)C1(C)Oc1c(OC)cccc12 (stereo not given)
    -39.1% | -10.9%[1.84 µM] | -0.9% | i | 4.3% | -0.7 | -1.3% | -12.1% | 12.7%
CCC(=O)O[C@@H]1[C@@H](OC(C)=O)[C@@]2(O)C(C[C@H](O)C2(C)C)[C@](C)(O)[C@H]2CC[C@@H]3[C@@H](O)[C@]12C[C@@]3(C)O (stereo not given in full)
    0.3% | 1.4% | -0.1% | i | 13.4% | -0.1 | 3.2% | 7.6% | -0.6%
C[C@@H]1C[C@@H]2O[C@H]2/C=C\C=C\C(=O)Cc2c(Cl)c(O)cc(O)c2C(=O)O1
    2.4% | -16.2% | u | u | 4.74µM* | -0.7 | u | -7.3% | 10.8%
N#CCCn1cc(C(=O)NCc2ccccc2)c(-c2ccccc2)n1
    3.3% | 1.4% | 2.6% | i | 3.0% | -0.6 | 4.5% | u | 2.8%
Cc1ccc(NC(=O)N(Cc2ccc3c(c2)OCO3)C2CCN(Cc3ccccc3)CC2)cc1Cl
    -39.2% | -12.0% | 0.0% | i | -37.8% | x | -30.6% | -24.7% | x
N[C@@H](CCl)C(=O)O
    -7.9% | 0.1% | -0.2% | i | 1.7% | -0.2 | -2.6% | -9.0% | 3.9%
CCc1cc2c(s1)NC(=O)CN=C2c1cccs1
    -35.6% | -16.4% | -0.3% | i | -30.4% | -3.3 | -8.6% | -27.2% | 5.0%
CCOC(=O)c1c(C=O)c2ccccc2n1Cc1ccccc1F
    -5.4% | 1.1% | -1.0% | i | -23.2% | -1.1 | -16.5% | 7.7% | 9.1%
